EZH2 inh: EZH2/PRC2 methyltransferase inhibitors, primary screen, biochemical, DELFIA time-resolved fluorescence, single point; 0.35% of 57,000 active; Histone-lysine N-methyltransferase EZH2 (Homo sapiens), Q15910; inhibition, % at 12.5 µM; PRC2 H3K27 methylation, DELFIA TRF, 1 h; AID 651548, 2012;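 active = mean inhibition of replicates at least 50% and every single replicate also reaching 50%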;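 note: dimethyl H3K27 on biotinylated H3 21-44 peptide detected by antibody; plate controls were median neutral control wells for no effect and median positive control wells for full effect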
IDH1 mut inh: inhibitors of IDH1 R132H reductase, primary screen, biochemical, plate reader, single point; Isocitrate dehydrogenase [NADP] cytoplasmic (Homo sapiens), O75874; diaphorase/resazurin fluorescence, 60 min; inhibition, % at 10 µM; 0.18% of 70,000 active; AID 624101, 2012; in the data active = inhibition above about 34%;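 note: 0% = DMSO and 100% = no enzyme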
Target sequence (O75874 whole entry R132H): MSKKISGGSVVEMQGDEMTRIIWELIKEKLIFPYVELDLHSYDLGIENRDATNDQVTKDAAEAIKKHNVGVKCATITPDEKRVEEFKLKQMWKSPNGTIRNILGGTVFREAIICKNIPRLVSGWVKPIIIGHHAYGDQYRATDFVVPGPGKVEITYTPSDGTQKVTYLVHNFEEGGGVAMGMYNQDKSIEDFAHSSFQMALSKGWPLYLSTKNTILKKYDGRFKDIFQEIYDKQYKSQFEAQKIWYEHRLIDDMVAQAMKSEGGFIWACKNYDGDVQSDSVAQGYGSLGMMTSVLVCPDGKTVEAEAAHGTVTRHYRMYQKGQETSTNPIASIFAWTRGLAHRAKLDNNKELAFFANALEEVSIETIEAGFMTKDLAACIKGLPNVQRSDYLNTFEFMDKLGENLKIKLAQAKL
* = called active by the depositor; & = joins results of further samples.

`CC(C)C(NS(=O)(=O)c1ccc(Oc2ccccc2Cl)cc1)C(=O)O` (centres undefined) gave EZH2 inh -6.7 and IDH1 mut inh -0.1.
`Cc1ccc(NC(=O)CCCn2cc([N+](=O)[O-])cn2)cc1Cl` gave EZH2 inh 0.5 and IDH1 mut inh -0.5.
`CC(=O)N(C)C[C@H]1Oc2cc(C#C[C@H](C)O)ccc2S(=O)(=O)N([C@H](C)CO)C[C@@H]1C` gave EZH2 inh -8.5 and IDH1 mut inh -1.0.
Screening COC(=O)c1cc(OC)c(OC)cc1NC(=O)C(C)Oc1ccc(OC)cc1 (centres undefined) returned EZH2 inh -9.9 and IDH1 mut inh 0.5.
`CO[C@H]1CN(C)C(=O)c2cc(NC(=O)C3CC3)ccc2OC[C@H](C)N(CC2CCCC2)C[C@H]1C` gave EZH2 inh 2.6 and IDH1 mut inh 0.3.
Screening C[C@H]1CN([C@@H](C)CO)S(=O)(=O)c2ccc(-c3cccc(C(=O)N(C)C)c3)cc2O[C@H]1CN(C)C returned IDH1 mut inh -2.4.
`COCC#Cc1ccc2c(c1)O[C@H](CN(C)Cc1ccccc1)[C@H](C)CN([C@@H](C)CO)S2(=O)=O` gave IDH1 mut inh 0.0.
`C[C@@H]1CN([C@H](C)CO)C(=O)c2cc(N(C)C)ccc2O[C@H]1CN(C)Cc1ccc(C(F)(F)F)cc1` gave EZH2 inh -7.0 and IDH1 mut inh 0.3.
Screening C[C@@H]1CN([C@@H](C)CO)C(=O)Cc2cc(NS(=O)(=O)c3cn(C)cn3)ccc2O[C@@H]1CN(C)S(=O)(=O)c1cccs1 returned IDH1 mut inh -0.6.
C/C=C/c1ccc2c(c1)O[C@@H](CN(C)Cc1cncnc1)[C@H](C)CN([C@@H](C)CO)S2(=O)=O was read as EZH2 inh 3.9 and IDH1 mut inh 0.3.
C[C@H]1CN([C@@H](C)CO)C(=O)c2cc(NC(=O)CCCN(C)C)ccc2O[C@@H]1CN(C)S(=O)(=O)c1ccc(Cl)cc1 was read as EZH2 inh -6.8.
`CCc1cccc(CC)c1NC(=O)Cn1cnc2ccccc2c1=O` gave IDH1 mut inh -0.5.
For CC(C)NC(=O)N(C)C[C@H]1OCCCC[C@H](C)Oc2ccc(N(C)C)cc2C(=O)N([C@H](C)CO)C[C@@H]1C the results were EZH2 inh -11.9 and IDH1 mut inh -6.3.
O=C(N[C@@H]1CC[C@@H](CCNC(=O)C2CCC2)O[C@H]1CO)c1ccncc1 was read as EZH2 inh 7.5 and IDH1 mut inh 0.4.
Screening O=C(C[C@@H]1CC[C@H](NS(=O)(=O)c2ccccc2)[C@@H](CO)O1)N1CCc2ccccc2C1 returned EZH2 inh 27.2 and IDH1 mut inh -0.4.
`COc1ccc(CN(C)C[C@H]2OCCCC[C@@H](C)Oc3ccc(NC(=O)Nc4ccc5c(c4)OCO5)cc3C(=O)N([C@H](C)CO)C[C@@H]2C)cc1` gave IDH1 mut inh 0.7.
For C[C@@H]1CN([C@H](C)CO)C(=O)Cc2cc(NC(=O)CCCN(C)C)ccc2O[C@@H]1CN(C)Cc1ccc(-c2ccccc2)cc1 the results were IDH1 mut inh 4.1.
Screening Cc1ccccc1-c1cnc2c(c1)C(=O)N([C@H](C)CO)C[C@@H](C)[C@@H](CN(C)CC1CCOCC1)O2 returned EZH2 inh 21.6 and IDH1 mut inh -1.2.
For COc1ccccc1NC(=O)CNC(=O)c1ccc(F)cc1 the results were EZH2 inh -3.5 and IDH1 mut inh -0.2.
Screening C[C@@H]1CN([C@@H](C)CO)C(=O)c2cc(NC(=O)Cc3ccccc3)ccc2O[C@@H](C)CCCCO[C@@H]1CN(C)C returned EZH2 inh 3.3.
COc1cccc(-c2cnc3c(c2)C(=O)N([C@H](C)CO)C[C@H](C)[C@H](CN(C)C(=O)Nc2ccc(F)cc2)O3)c1 was read as IDH1 mut inh -0.2.
`O=C(C[C@H]1CC[C@@H](NC(=O)Nc2ccc3c(c2)OCO3)[C@H](CO)O1)NCc1ccc(Cl)cc1` gave EZH2 inh -1.2 and IDH1 mut inh 0.1.
Screening CO[C@@H]1CN(C)C(=O)c2cc(NC(C)=O)ccc2OC[C@@H](C)N(Cc2cc(F)ccc2F)C[C@H]1C returned EZH2 inh 3.0 and IDH1 mut inh -0.6.
CCCCCCC/C=N/NC(=O)CCCCCCC(=O)Nc1ccccc1O was read as EZH2 inh 9.7 and IDH1 mut inh 0.2.
O=c1oc2ccccc2cc1-c1csc(Cc2nc(-c3ccc(Br)cc3)cs2)n1 was read as EZH2 inh -6.4 and IDH1 mut inh 0.1.
For C[C@@H]1CN([C@@H](C)CO)C(=O)c2cc(NS(=O)(=O)c3ccc(F)cc3)ccc2O[C@@H](C)CCCCO[C@@H]1CN(C)S(=O)(=O)c1ccc(Cl)cc1 the results were IDH1 mut inh -0.3.
CO[C@@H]1CN(C)C(=O)c2cc(NC(=O)C3CC3)ccc2OC[C@H](C)N(Cc2cc(F)ccc2F)C[C@@H]1C was read as EZH2 inh -5.6 and IDH1 mut inh 0.1.
For Cc1noc(C)c1NC(=O)N(C)C[C@@H]1Oc2c(NC(=O)C3CCCCC3)cccc2C(=O)N([C@H](C)CO)C[C@H]1C the results were EZH2 inh 3.2 and IDH1 mut inh 0.8.
Screening CN(c1cccc(NC(=O)CN2C(=O)c3cccc4cccc2c34)c1)S(C)(=O)=O returned EZH2 inh -9.9 and IDH1 mut inh -1.1.
Screening C[C@@H]1CN([C@H](C)CO)C(=O)CCCn2cc(nn2)CO[C@H]1CN(C)C returned EZH2 inh -1.4 and IDH1 mut inh 0.7.
Screening CO[C@H]1CN(C)C(=O)c2ccc(NC(=O)C3CC3)cc2OC[C@H](C)N(Cc2cccnc2)C[C@@H]1C returned EZH2 inh 5.0 and IDH1 mut inh 0.0.
For CCC1(C)Cc2nc3nc(SCC(=O)c4ccc(Br)cc4)n(-c4ccccc4)c(=O)c3cc2CO1 (centres undefined) the results were EZH2 inh -8.9 and IDH1 mut inh 0.2.
C[C@H]1CN([C@@H](C)CO)C(=O)c2cc(-c3cccc(C(=O)N(C)C)c3)cnc2O[C@H]1CN(C)C was read as EZH2 inh 0.4 and IDH1 mut inh -1.5.
`COc1cc2ccc(=O)oc2cc1OC` gave IDH1 mut inh 0.0&0.0.
COc1ccccc1CN(C)C[C@H]1OCc2cnnn2CCCC(=O)N([C@@H](C)CO)C[C@@H]1C was read as IDH1 mut inh 1.0.
C[C@H](CO)N1C[C@H](C)[C@H](CN(C)C(=O)Nc2ccc(F)cc2)Oc2ccc(NC(=O)Cc3cn(C)c4ccccc34)cc2CC1=O was read as IDH1 mut inh -20.3.
Screening CN(C)C(=O)C[C@@H]1C[C@@H]2c3cc(NC(=O)C4CCOCC4)ccc3O[C@@H]2[C@H](CO)O1 returned EZH2 inh -1.6 and IDH1 mut inh -0.2.
`CO[C@H]1CN(C)C(=O)c2ccc(NC(=O)C3CCCC3)cc2OC[C@H](C)N(CCC(F)(F)F)C[C@H]1C` gave EZH2 inh -15.6 and IDH1 mut inh 0.5.
For COc1ccc(CCN2C(=O)[C@@]3(Cc4ccccc42)c2ccccc2C(=O)N(C2CCCCC2)[C@H]3c2ccc(CO)cc2)cc1 the results were EZH2 inh -11.4 and IDH1 mut inh 0.4.
Screening C[C@@H]1CCCCO[C@H](CN(C)S(=O)(=O)c2ccc(Cl)cc2)[C@H](C)CN([C@@H](C)CO)C(=O)c2cc(NC(=O)CCCN(C)C)ccc2O1 returned IDH1 mut inh -0.1.

Next part, starting with the last 6 of the part before.
COc1ccccc1CN(C)C[C@H]1OCc2cnnn2CCCC(=O)N([C@@H](C)CO)C[C@@H]1C was read as IDH1 mut inh 1.0.
C[C@H](CO)N1C[C@H](C)[C@H](CN(C)C(=O)Nc2ccc(F)cc2)Oc2ccc(NC(=O)Cc3cn(C)c4ccccc34)cc2CC1=O was read as IDH1 mut inh -20.3.
Screening CN(C)C(=O)C[C@@H]1C[C@@H]2c3cc(NC(=O)C4CCOCC4)ccc3O[C@@H]2[C@H](CO)O1 returned EZH2 inh -1.6 and IDH1 mut inh -0.2.
`CO[C@H]1CN(C)C(=O)c2ccc(NC(=O)C3CCCC3)cc2OC[C@H](C)N(CCC(F)(F)F)C[C@H]1C` gave EZH2 inh -15.6 and IDH1 mut inh 0.5.
For COc1ccc(CCN2C(=O)[C@@]3(Cc4ccccc42)c2ccccc2C(=O)N(C2CCCCC2)[C@H]3c2ccc(CO)cc2)cc1 the results were EZH2 inh -11.4 and IDH1 mut inh 0.4.
Screening C[C@@H]1CCCCO[C@H](CN(C)S(=O)(=O)c2ccc(Cl)cc2)[C@H](C)CN([C@@H](C)CO)C(=O)c2cc(NC(=O)CCCN(C)C)ccc2O1 returned IDH1 mut inh -0.1.
C[C@H](CO)N1C[C@H](C)[C@@H](CN(C)Cc2ccc(C(F)(F)F)cc2)Oc2ccc(NC(=O)Nc3ccc(C(F)(F)F)cc3)cc2CC1=O was read as IDH1 mut inh 0.2.
For O=C(C[C@@H]1CC[C@@H](NC(=O)Nc2ccccc2F)[C@@H](CO)O1)NCc1ccccc1 the results were EZH2 inh 8.8 and IDH1 mut inh 0.4.
Cc1ccc(S(=O)(=O)NCC[C@H]2CC[C@H](NC(=O)Nc3cccc(F)c3)[C@H](CO)O2)cc1 was read as EZH2 inh 4.0 and IDH1 mut inh 0.0.
Screening COc1ccccc1OCCn1c(S(=O)(=O)O)nc2ccccc21 returned EZH2 inh 8.7 and IDH1 mut inh 2.0.
Screening Cc1noc(C)c1NC(=O)N(C)C[C@@H]1Oc2ccc(NS(=O)(=O)c3ccccc3)cc2CC(=O)N([C@@H](C)CO)C[C@@H]1C returned IDH1 mut inh 0.4.
For CCn1c(SCC(=O)Nc2cccc(Br)c2)nnc1-c1ccc(Cl)cc1Cl the results were EZH2 inh 28.1 and IDH1 mut inh -0.2.
For CCCNC(=O)N(C)C[C@@H]1Oc2cc(C#C[C@@H](C)O)ccc2S(=O)(=O)N([C@H](C)CO)C[C@H]1C the results were EZH2 inh -11.8.
For O=C(C[C@H]1C[C@H]2c3cc(NC(=O)Nc4ccc(C(F)(F)F)cc4)ccc3O[C@H]2[C@H](CO)O1)NCCc1ccccc1 the results were EZH2 inh -15.7 and IDH1 mut inh 0.1.
For CC(C)NC(=O)N(C)C[C@@H]1Oc2ncc(C#Cc3ccccc3F)cc2C(=O)N([C@H](C)CO)C[C@@H]1C the results were EZH2 inh -26.7 and IDH1 mut inh -1.4.
Screening CCCN1C[C@H](C)[C@H](OC)CN(C)C(=O)c2cc(NC(=O)Nc3cccc(OC)c3)ccc2OC[C@H]1C returned EZH2 inh 1.5 and IDH1 mut inh -0.1.

2 entries drawn at random from those above:
For O=C(C[C@H]1C[C@H]2c3cc(NC(=O)Nc4ccc(C(F)(F)F)cc4)ccc3O[C@H]2[C@H](CO)O1)NCCc1ccccc1 the results were EZH2 inh -15.7 and IDH1 mut inh 0.1.
Screening CCCN1C[C@H](C)[C@H](OC)CN(C)C(=O)c2cc(NC(=O)Nc3cccc(OC)c3)ccc2OC[C@H]1C returned EZH2 inh 1.5 and IDH1 mut inh -0.1.

Going on with the list.
CC(C)CC#Cc1ccc2c(c1)O[C@H](CN(C)C(=O)Nc1ccccc1)[C@H](C)CN([C@H](C)CO)S2(=O)=O was read as EZH2 inh -19.5 and IDH1 mut inh 1.9.
C[C@@H]1CN([C@H](C)CO)C(=O)c2cc(NC(=O)Nc3ccc(F)cc3)ccc2O[C@@H]1CN(C)S(=O)(=O)c1ccc(F)cc1 was read as IDH1 mut inh 0.2.
`O=S(=O)(N[C@H]1CC[C@@H](CCn2cc(-c3cccc(F)c3)nn2)O[C@@H]1CO)c1ccc(Cl)cc1` gave EZH2 inh 10.8 and IDH1 mut inh -0.2.
COC(=O)Cc1c(C)nc2nc(-c3ccco3)[nH]n2c1=O was read as IDH1 mut inh -0.3.
`C[C@H]1CN([C@@H](C)CO)C(=O)c2cc(C#Cc3ccccc3)cnc2O[C@H]1CN(C)C(=O)CN(C)C` gave EZH2 inh -16.7 and IDH1 mut inh 1.4.
COc1ccc(S(=O)(=O)N(C)C[C@H]2Oc3ccc(NC(=O)Nc4cccc5ccccc45)cc3C(=O)N([C@H](C)CO)C[C@@H]2C)cc1 was read as IDH1 mut inh -0.8.
`CC(C)NC(=O)N(C)C[C@H]1Oc2ccc(NC(=O)Nc3ccccc3)cc2C(=O)N([C@H](C)CO)C[C@H]1C` gave EZH2 inh 3.7 and IDH1 mut inh 0.1.
For C[C@@H]1CCCCO[C@@H](CN(C)S(=O)(=O)c2ccccc2)[C@@H](C)CN([C@@H](C)CO)C(=O)c2cc(N(C)C)ccc2O1 the results were EZH2 inh 0.4 and IDH1 mut inh 1.8.
C[C@@H]1CN([C@@H](C)CO)C(=O)Cc2cc(NC(=O)Cc3cn(C)c4ccccc34)ccc2O[C@H]1CN(C)CC1CCCCC1 was read as IDH1 mut inh -0.3.
For CO[C@H]1CN(C)C(=O)c2cc(NC(=O)C3CCC3)ccc2OC[C@@H](C)N(Cc2cccnc2)C[C@@H]1C the results were EZH2 inh 7.9 and IDH1 mut inh -0.4.
`O=C(Nc1ccccc1)N[C@@H]1CC[C@@H](CCNS(=O)(=O)c2cccc(F)c2)O[C@@H]1CO` gave EZH2 inh -5.4 and IDH1 mut inh 0.2.
Screening C[C@H](CO)N1C[C@H](C)[C@H](CN(C)S(=O)(=O)c2cccs2)Oc2ncc(-c3cccc(C(F)(F)F)c3)cc2C1=O returned EZH2 inh -11.7 and IDH1 mut inh 9.8.
C[C@H]1CN([C@@H](C)CO)C(=O)Cc2cc(NC(=O)Cn3cnnn3)ccc2O[C@@H]1CN(C)C was read as EZH2 inh 7.5 and IDH1 mut inh 1.2.
Screening C[C@@H]1CN([C@H](C)CO)S(=O)(=O)c2ccc(C#CC(C)(C)O)cc2O[C@H]1CN(C)C(=O)CN(C)C returned EZH2 inh -20.7 and IDH1 mut inh 0.1.
`COc1ccc(CN(C)C[C@H]2Oc3ccc(NC(=O)Cc4cn(C)c5ccccc45)cc3CC(=O)N([C@@H](C)CO)C[C@H]2C)cc1` gave EZH2 inh -22.3 and IDH1 mut inh -4.0.

Screening results deposited in PubChem BioAssay by Broad Institute.

These rows are one share of the data. The share of hits here may be higher or lower than overall.
